# Screening data: PubChem BioAssay, Sanford-Burnham Center for Chemical Genomics
# Jurkat NFkB inh = inhibitors of the PMA/ionomycin-induced NF-kB reporter in Jurkat cells. PMA/ionomycin-induced NF-kB luciferase reporter, luminescence. inhibition, % at 4 µM. 330,000 compounds, 0.53% hits; in the data active means inhibition above about 50%
# UPR CHOP act = activators of apoptotic arm of unfolded protein response (CHOP); activation, % at 10 µM; 330,000 compounds, 0.34% hits; AID 449763; CHO-CHOP luciferase reporter, UPR activation, luminescence; percent of tunicamycin response over DMSO baseline;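 active means at 10 µM dose, activation of 40% or more, normalized to positive control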;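 further: 100% = tunicamycin at 10 µg/mL and 0% = DMSO alone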
#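 Test system: CHO CHOP reporter cells. Input: 500 CHO-CHOP cells per well. Medium: F12 with 10% FBS. Technique: luciferase luminescence. Measure: percent activation relative to tunicamycin control. Dosing: 10 µM compound, 0.5% DMSO. Timing: 16-18 h cell attachment, then 6 h compound exposure, 37 °C.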
# 697 NFkB inh = inhibitors of the PMA/ionomycin-induced NF-kB reporter in 697 B cells; 697 B-cell NF-kB luciferase reporter, 16 h; inhibition, % at 4 µM; 330,000 compounds, 0.33% hits; AID 435022; in the data active means inhibition above about 35%
# APJ agonist = APJ receptor agonism; AID 2520; CHO-K1 APJ PathHunter beta-arrestin, luminescence; 0% DMSO wells, 100% apelin; activation, % at 20 µM; 330,000 compounds, 0.11% hits; P35414;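 active means activation more than six SD over the plate average, tested at 20 µM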;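 further: 0% = DMSO alone and 100% = apelin-13 at 10 nM; some results filed as inactive read as strong as hits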
#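 Material: engineered CHO-K1 APJ arrestin reporter cells; amount: 1000 CHO-K1 reporter cells seeded per well; incubation: compound stimulation 90 min at 25 °C, detection 60 min; signal: luminescent beta-gal fragment complementation, chemiluminescent substrate; read-out basis: APJ agonist activity; controls: DMSO-only wells as negative, 10 nM Apelin-13 as positive control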
# UPR XBP1 act = activators of adaptive arm of unfolded protein response (XBP1); CHO-XBP1 luciferase reporter, IRE1-XBP1 UPR activation, luminescence; percent of tunicamycin response, DMSO as zero; activation, % at 20 µM; 330,000 compounds, 0.33% hits;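 active means versus positive control, 20 µM dose yields 30% or more activation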;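 further: 100% = tunicamycin at 10 µg/mL and 0% = DMSO only wells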
#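 Material: CHO-XBP1 cells stably carrying IRE1-XBP1-driven luciferase reporter | Medium: F12 with 10% serum | Compound dosing: 20 µM single concentration, DMSO 1% | Incubation: Overnight seeding at 37 °C, 6 h compound treatment at 37 °C | Detection: Steady-Glo luminescence read | Read-out basis: % activation of reporter signal versus tunicamycin and DMSO controls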
# APJ antagonist = blocks the human apelin receptor APJ; CHO-K1 APJ beta-arrestin complementation, luminescence; inhibition, % at 20 µM; 330,000 compounds, 0.32% hits;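 active means inhibition above about 40% at 20 µM, limit read from the data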;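 further: cells challenged with 10 nM apelin-13 agonist together with compound; plate controls were apelin-13 plus DMSO wells for no effect and DMSO wells lacking apelin-13 for full effect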
# tim23-1 inh = inhibits growth of tim23-1 mutant yeast. S. cerevisiae tim23-1 growth, BacTiter-Glo luminescence, 24 h. inhibition, % at 20 µM. 330,000 compounds, 1.3% hits. AID 463212;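 active means growth inhibition of the mutant yeast at or above 50%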;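 further: temperature-sensitive mutant grown at 25 °C; plate controls were DMSO-treated mutant yeast for no effect and medium wells lacking yeast for full effect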
# Mdm2 MdmX PPI = human Mdm2/MdmX binding inhibition; inhibition, % at 8 µM; 330,000 compounds, 3% hits; O15151+Q00987; SaOS-2 split-luciferase Mdm2/MdmX complementation, luminescence; AID 485346;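 active means inhibition of at least 50% at 8 µM in the primary screen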
# Target sequence (O15151 whole entry, looked up): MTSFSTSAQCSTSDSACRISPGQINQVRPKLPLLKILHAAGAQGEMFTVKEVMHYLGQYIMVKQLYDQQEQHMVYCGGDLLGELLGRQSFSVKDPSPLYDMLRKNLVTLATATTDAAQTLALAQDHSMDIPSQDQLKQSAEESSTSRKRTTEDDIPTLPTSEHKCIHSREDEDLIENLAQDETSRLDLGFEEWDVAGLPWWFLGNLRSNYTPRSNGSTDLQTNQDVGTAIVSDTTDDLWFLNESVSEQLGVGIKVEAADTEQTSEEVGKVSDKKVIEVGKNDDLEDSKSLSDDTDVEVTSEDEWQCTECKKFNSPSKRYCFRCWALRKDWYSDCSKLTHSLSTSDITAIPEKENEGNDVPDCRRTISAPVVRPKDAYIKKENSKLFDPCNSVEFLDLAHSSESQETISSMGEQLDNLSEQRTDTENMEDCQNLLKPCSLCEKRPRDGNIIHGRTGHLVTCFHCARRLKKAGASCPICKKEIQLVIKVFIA
# Target sequence (Q00987 whole entry, looked up): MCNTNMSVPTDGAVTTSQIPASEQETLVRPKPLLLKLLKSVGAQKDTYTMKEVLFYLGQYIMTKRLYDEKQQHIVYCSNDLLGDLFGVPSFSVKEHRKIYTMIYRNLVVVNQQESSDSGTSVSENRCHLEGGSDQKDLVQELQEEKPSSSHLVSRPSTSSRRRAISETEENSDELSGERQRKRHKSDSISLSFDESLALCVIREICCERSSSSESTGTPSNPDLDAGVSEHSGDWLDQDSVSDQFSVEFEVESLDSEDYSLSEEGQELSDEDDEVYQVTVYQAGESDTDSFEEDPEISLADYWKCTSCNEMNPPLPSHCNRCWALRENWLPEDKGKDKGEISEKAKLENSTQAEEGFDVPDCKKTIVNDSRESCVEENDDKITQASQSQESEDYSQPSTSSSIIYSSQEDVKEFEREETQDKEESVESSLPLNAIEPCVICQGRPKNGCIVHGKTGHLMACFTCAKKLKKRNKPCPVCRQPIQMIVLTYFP
# * hit, by the source's call.
# Preview:
SMILES	Jurkat NFkB inh	UPR CHOP act	697 NFkB inh	APJ agonist	UPR XBP1 act	APJ antagonist	tim23-1 inh	Mdm2 MdmX PPI
CN1C(C(=O)NCCc2cccs2)CC2Cn3c(nc4ccccc43)C21 (centres undefined)	-4	1.7	5	-3	2	12	13	10
CN(CC(=O)Nc1ccc(F)cc1)C(=O)COC(=O)Cc1cccs1	16	-0.2	17	1	-1	7	-2	-13
CCCCCn1nc(C)c(/C=N\NC(=O)c2cc(C)oc2C)c1C	4	1.3	-4	-2	-1	18	36	7
COc1ccc(CNC(=O)c2ccc(CNc3c(NC4CCCCC4)c(=O)c3=O)cc2)cc1	-9	-0.3	-1	-1	-3	-53	-11	-10

# The list itself (from the top)
SMILES	Jurkat NFkB inh	UPR CHOP act	697 NFkB inh	APJ agonist	UPR XBP1 act	APJ antagonist	tim23-1 inh	Mdm2 MdmX PPI
CN1C(C(=O)NCCc2cccs2)CC2Cn3c(nc4ccccc43)C21 (centres undefined)	-4	1.7	5	-3	2	12	13	10
CN(CC(=O)Nc1ccc(F)cc1)C(=O)COC(=O)Cc1cccs1	16	-0.2	17	1	-1	7	-2	-13
CCCCCn1nc(C)c(/C=N\NC(=O)c2cc(C)oc2C)c1C	4	1.3	-4	-2	-1	18	36	7
COc1ccc(CNC(=O)c2ccc(CNc3c(NC4CCCCC4)c(=O)c3=O)cc2)cc1	-9	-0.3	-1	-1	-3	-53	-11	-10
O=C(Cn1cc(Br)ccc1=O)Nc1ccc2c(c1)OCO2	6	3.2	11	-4	0	5	-9	19
O=C1c2ccccc2C(=O)N1CCCc1nc(-c2ccccn2)no1	1	1.5	0	3	0	-5	11	10
COc1ccc(N2C(=O)c3ccccc3NC2c2ccc(OC)c(CSc3ccccn3)c2)cc1 (centres undefined)	-78	4.2	-116	2	28	10	4	8
COc1ccc(Cc2nnc(N)s2)cc1OC	3	-2.4	10	-2	2	3	5	5
Cc1ccc(OCCN2CCNCC2)c([N+](=O)[O-])c1	6	-1.9	0	0	0	-8	4	10
CC1CCCCN1CCCNC(=O)c1ccc(NC(=O)C2=CSCCO2)cc1 (centres undefined)	-10	0.9	-7	2	-1	21	-1	-10
COc1ccc(CN(C)C(=O)Cn2cnc3c(OCc4ccccc4)ncnc32)cc1OC	5	0.2	-14	-3	-3	0	-1	13
CC1CCCCC1NC(=O)CSc1nnnn1C (centres undefined)	-7	0.2	-2	-4	-2	10	-9	17
O=C(COC(=O)Cc1c[nH]c2ccccc12)Nc1ccccc1	2	8.1	8	-1	0	2	8	5
COc1ccccc1N(C)S(=O)(=O)c1ccc(C(=O)Nc2nnc(C)s2)cc1	4	0.2	2	-6	-2	11	1	5
COc1ccc(NC(=O)Nc2cccc3c2O[C@H](CN(C)S(=O)(=O)c2c(C)noc2C)[C@@H](C)CN([C@H](C)CO)C3=O)cc1	-7	4.8	-3	-1	0	-1	-2	-9
O=C(CCc1nnc(C2(c3ccc(Cl)cc3)CCC2)o1)NC1CC1	-2	1.2	3	-3	1	-7	8	-8
Cc1ccc(C(=O)NN(C)c2nc3ccccc3nc2C(F)(F)F)cc1	56*	-0.4	-43	1	0	5	1	70*
CC1C(=O)N2CCCc3cc(NC(=O)C4CC4)cc1c32 (centres undefined)	-3	-1.2	22	-3	-1	19	4	12
Cc1ccc2oc(=O)c3cc(C(=O)NCCN4CCN(C)CC4)sc3c2c1	-15	0.0	-10	-3	0	5	8	-8
Cc1sc2nc(CSCC(=O)Nc3c(Cl)cccc3Cl)[nH]c(=O)c2c1C	-5	-1.4	3	-2	-3	3	-2	-2
CC1Cc2cc(/C(O)=C3/C(=O)C(=O)N(CCN4CCOCC4)C3c3ccc([N+](=O)[O-])cc3)ccc2O1 (centres undefined)	2	-0.9	6	-2	-2	0	6	28
CCCC1(C)NC(=O)c2ccccc2O1 (centres undefined)	-4	-0.9	4	-1	-4	0	10	6
Cc1cccc(NC(=O)CSCC(=O)Nc2cc(Cl)ccc2N2CCOCC2)c1	18	1.9	1	2	-1	-12	18	28
Cc1cccc(C2(c3cccc(C)c3)CC2C(=O)Nc2ccc([N+](=O)[O-])cc2O)c1 (centres undefined)	-1	10	-31	0	2	-24	11	90*
COc1cccc(-n2c(C)nc3c(cnn3-c3ccc(Cl)cc3)c2=O)c1	2	3.0	-25	1	5	8	8	8

SMILES	Jurkat NFkB inh	UPR CHOP act	697 NFkB inh	APJ agonist	UPR XBP1 act	APJ antagonist	tim23-1 inh	Mdm2 MdmX PPI
O=C(O)CCC(=O)N1CCOc2ccc(Cl)cc21	3	-1.6	1	1	0	14	1	15
NC(=O)c1nsc(C(=O)N(CC(=O)NCc2ccc3c(c2)OCO3)C2CCCCC2)c1N	-9	1.8	6	1	-2	-11	7	-5
Cn1c(-c2ccc3c(c2)OCO3)cnc1NCc1cccc(O)c1	-16	2.9	8	-2	-2	13	-12	6
O=C(Cc1cccc2ccccc12)Nc1ccc(OC(F)F)c(Cl)c1	10	-1.1	25	-3	0	4	30	29
Cc1cccc(N2CCN(C(=O)CN(C)S(=O)(=O)c3ccc4c(c3)CCC(=O)N4)CC2)c1C	5	-0.8	3	-1	2	-2	19	-8
CSCC[C@H](NS(=O)(=O)c1ccc(C)cc1)C(=O)N1CCC(C(=O)N[C@@H](Cc2ccc(O)cc2)C(=O)O)CC1	14	0.2	18	-3	-2	3	3	7
COc1cc2c(cc1OC)[C@H](Cc1ccc(O)cc1)NCC2	-20	-1.5	-42	0	1	0	21	2
O=C(CNC(=O)c1nc[nH]c1C(=O)N1CCc2ccccc2C1)OCc1ccccc1	7	-0.8	9	-1	-2	1	34	23
CCN(CC)S(=O)(=O)c1cccc(C(=O)NCC2CCCO2)c1 (centres undefined)	13	-1.5	22	-4	-3	7	-17	22
C[C@@H]1COC(=O)[C@@H](Cc2ccc(F)cc2)C/C=C\C[C@@H](CC(=O)NCCO)C(=O)N1	12	0.4	10	-4	-2	-6	-7	10
COc1cccc(CNc2ccc(F)c(Cl)c2)c1O	-38	7.7	11	-3	6	8	16	8
CCOC(=O)C1C(c2ccccc2)N(C)OC1(O)C(F)(F)F (centres undefined)	-3	0.4	3	-1	-4	-10	-1	-25
O=C(Cn1nnc2ccccc21)N1CCCCC1	-3	4.3	4	-4	0	-8	14	-1
O=C(COC(=O)c1cccnc1Cl)Nc1cc(S(=O)(=O)N2CCOCC2)ccc1Cl	10	0.9	2	-6	-2	2	16	-13
Cn1cc(C(=O)N/N=C/c2cccs2)c2ccccc21	-32	2.7	-15	-1	-1	12	20	2
CCOC(=O)c1c(NC(=S)N2CCOCC2)sc2c1CCN(C(=O)OCC)C2	13	10	15	0	21	12	12	51*
Cc1cc(C)n2nc(SC(C)C(=O)Nc3ccccc3F)nc2n1 (centres undefined)	0	0.0	21	-3	-1	6	-6	-6
Cc1nc2ccccn2c1/C(O)=C1\C(=O)C(=O)N(CCN2CCOCC2)C1c1cccs1 (centres undefined)	6	-0.4	13	-4	-3	0	12	18
Cc1c(/C=N/NC(N)=O)c2ccccn2c1C(=O)c1ccc(F)cc1	19	1.3	-43	1	3	9	18	17
O=C(/C=C/c1cccc(F)c1)Nc1nccs1	-72	6.3	-80	-6	-1	6	2	-115
Cc1cccc(OCCCC(=O)NCCc2ccccc2)c1	3	1.5	-32	-4	-4	-17	13	-16
COCc1cc(C)nc(SCC[N+](C)(C)CC(=O)Nc2cccc(C)c2)c1C#N	2	-2.2	1	-2	0	0	7	6
Cc1ccc(COC(=O)CCc2nc3ccccc3c(=O)[nH]2)cc1	-23	-0.6	4	-1	-1	19	8	11
O=C(O)c1ccccc1C(=O)c1cccs1	-13	-1.2	-2	-3	1	-18	-1	12
CN=C(NC#N)NCCSCc1nc[nH]c1C	-3	-1.5	2	0	-5	27	-5	3

SMILES	Jurkat NFkB inh	UPR CHOP act	697 NFkB inh	APJ agonist	UPR XBP1 act	APJ antagonist	tim23-1 inh	Mdm2 MdmX PPI
COc1ccc(-c2sc3ccc(OC)cc3c2C#CCCO)cc1	-15	1.6	-28	9	2	-3	-12	11
CCCCCc1nnc(NC(=O)NS(=O)(=O)c2ccc(C)cc2)s1	14	1.7	10	0	-3	16	-1	15
Cc1ccc2oc(-c3ccc(NC(=O)CC(C)C)cc3)nc2c1	-130	3.8	-255	2	1	3	4	-54
C=CCNCC#CCOc1ccc(OC)cc1	-11	-1.4	-52	-2	-2	-6	17	-8
Cc1cccc2cc(COC(=O)c3cccs3)c(=O)[nH]c12	13	2.7	-33	4	1	7	-3	13
CCCCn1c(-c2cc(Cl)ccc2OC)n[nH]c1=S	-11	-0.2	-19	3	-1	-9	17	-32
COc1cccc(C(=O)NNC(=O)C2CCCO2)c1 (centres undefined)	-13	-1.4	-2	1	-1	0	14	-3
CCc1cccc(OCCCCNCCO)c1	-5	-0.4	4	-2	-1	9	9	-9
CCCC(C)NC(=O)/C=C/c1cccc([N+](=O)[O-])c1 (centres undefined)	6	3.2	2	-3	0	15	7	28
O=c1cc(CO)occ1OCc1cccc(F)c1	0	-1.4	-1	-2	1	7	1	-11
CCCCNS(=O)(=O)c1cc2c3c(c1)CCN3C(=O)CC2	14	1.0	-10	5	1	12	7	5
CC(C)Oc1ccccc1C1Nc2ccccc2C(=O)N1c1ccc2c(c1)OCCO2 (centres undefined)	-101	1.2	-156	-1	-1	5	25	-62
O=S(=O)(c1cccc(Cn2nnc(-c3ccc(F)cc3)n2)c1)N1CCOCC1	5	-0.4	-17	11	-2	-5	25	5
C#CCNC(=O)C1=C[C@H](C2CCCCC2)C[C@H](OCc2ccc(CO)cc2)O1	7	2.4	7	-5	2	16	35	24
C/C(=N/O)c1c(O)c(C)c(-c2ccccc2)n(-c2ccccc2)c1=O	-14	5.0	-4	0	-1	12	26	19
Cc1cc(Cl)ccc1NC(=O)CN1CCC(C(O)(c2ccccc2)c2ccccc2)CC1	27	1.6	24	-2	1	1	38	33
O=C(CCCSc1nc2ccccc2[nH]1)NC(c1ccccc1)c1ccccc1	2	-0.4	22	-4	1	11	-9	9
O=C(CNC(=O)c1cccc(F)c1)N/N=C/c1ccc(O)c([N+](=O)[O-])c1	4	1.4	15	-5	0	24	28	8
COc1cccc(C(C(=O)Nc2ccc(F)cc2)N(C(=O)Cn2nnc3ccccc32)C2CC2)c1 (centres undefined)	-15	0.2	16	-5	-6	5	3	16
COc1ccccc1NC(=O)CN1CCN(CC(=O)Nc2ccc(OCc3ccccc3)cc2)CC1	0	5.5	-39	5	0	-17	31	3
O=C1CSC(c2ccccc2)N1Nc1nc(N2CCOCC2)nc(N2CCOCC2)n1 (centres undefined)	-23	0.6	12	-2	-1	-6	14	9
Cc1ccnc(NC(=O)c2ccc3c(c2)C(=O)N(CC(C)C)C3=O)c1	-5	3.6	23	1	2	0	63*	12
CCOC(=O)CN1CC23C=CC(O2)C(C(=O)Nc2ccc(C(C)=O)cc2)C3C1=O (centres undefined)	1	1.5	-10	4	-1	2	4	8
COc1cc(C(C)=O)ccc1Oc1ncccn1	-13	1.6	1	-4	-2	7	5	18
COc1cccc(NC(=O)CNC(=O)c2ccc(C)o2)c1	-5	1.0	0	1	1	-13	-10	26
Cc1cc(=O)[nH]c(SCc2cccc3ccccc23)n1	3	1.8	17	-3	-2	-4	41	2
